SMN2 splice up: enhancers of SMN2 splice variant expression | HEK293 SMN2-luciferase splicing reporter, luminescence, 30-36 h | Potency, µM (highest dose often 46.1 µM), for inactives: at the highest dose activity change, positive = activation, usual class: activators | actives 2.8% (n = 210,000); note: % of control where 0% means no effect; nearly all actives have a fitted effect of over 55% in size
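HEK293 cells carry an SMN2 minigene-luciferase reporter in which exon 7 inclusion puts luciferase in frame. Cells were seeded at 2000 cells/well, attached for 10-12 hours, then exposed to compounds for 30-36 hours at 37C before ONE-Glo luminescence.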
RGS12 GoLoco inh: RGS12 GoLoco-Gai1 interaction inhibition; Potency, µM (doses to about 61.6 µM), for inactives: at the top dose activity, negative = inhibition, hits mostly inhibitors; P63096; Gai1:RGS12 GoLoco peptide FP, rhodamine, 10 min; actives 0.44% (n = 230,000); active = well fitted inhibition curve with a large enough effect, not every such curve was filed as active; inactive = no such curve, though single readings can be large or run the other way; note: % is set by controls: 0 for no effect and ±100 for the full control effect; nearly all actives have a fitted effect of over 30% in size; many of its hits are not listed in these tables
Target sequence (P63096 whole entry, looked up): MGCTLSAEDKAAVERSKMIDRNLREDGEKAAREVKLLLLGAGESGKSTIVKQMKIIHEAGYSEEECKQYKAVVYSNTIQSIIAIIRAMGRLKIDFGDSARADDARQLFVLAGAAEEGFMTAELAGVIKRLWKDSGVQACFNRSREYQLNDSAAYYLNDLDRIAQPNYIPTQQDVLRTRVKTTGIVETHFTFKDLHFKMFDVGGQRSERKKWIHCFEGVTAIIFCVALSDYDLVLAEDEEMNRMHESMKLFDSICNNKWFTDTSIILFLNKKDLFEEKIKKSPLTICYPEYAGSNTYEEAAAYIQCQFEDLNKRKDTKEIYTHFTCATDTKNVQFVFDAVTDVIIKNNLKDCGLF
ALDH1A1 block: inhibitors of human aldehyde dehydrogenase 1A1; P00352; Purified ALDH1A1, NADH fluorescence, propionaldehyde substrate; Potency, µM (titrated, usually from 75.3 µM), without a hit: at the top dose activity, negative = inhibition, most hits filed as inhibitors; actives 7.3% (n = 220,000); AID 1030; active = well fitted inhibition curve with a large enough effect, not every such curve was filed as active; inconclusive = small, poorly fitted or top-dose-only effect, or another doubt; inactive = no such curve, though single readings can be large or run the other way;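 note: plate controls were no enzyme wells and a reference inhibitor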
Target sequence (P00352 whole entry, looked up): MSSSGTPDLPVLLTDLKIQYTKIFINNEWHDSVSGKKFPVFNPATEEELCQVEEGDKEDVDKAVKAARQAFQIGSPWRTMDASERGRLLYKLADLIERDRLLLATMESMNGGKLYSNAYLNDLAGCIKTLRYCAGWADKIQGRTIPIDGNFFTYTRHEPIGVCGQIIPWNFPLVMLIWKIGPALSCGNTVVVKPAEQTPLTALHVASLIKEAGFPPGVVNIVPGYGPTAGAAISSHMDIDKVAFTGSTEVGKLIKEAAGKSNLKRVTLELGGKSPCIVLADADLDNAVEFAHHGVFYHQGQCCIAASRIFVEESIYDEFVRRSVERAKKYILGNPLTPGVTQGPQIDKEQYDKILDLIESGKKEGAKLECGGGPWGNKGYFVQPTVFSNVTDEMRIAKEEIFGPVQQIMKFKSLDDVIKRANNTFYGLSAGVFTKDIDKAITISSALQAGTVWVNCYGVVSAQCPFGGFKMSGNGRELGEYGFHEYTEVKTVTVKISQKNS
GAA glycogen mod: GAA glycogen-cleavage inhibition or activation; Potency, µM (highest dose often 76.4 µM), inactives show at the top dose activity change, negative = inhibition, usual class: inhibitors; actives 0.38% (n = 300,000); AID 2100; recombinant GAA, glycogen substrate, Amplex Red glucose oxidase fluorescence;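 note: 0% = full enzyme reaction and -100% = no-enzyme basal signal; the screen sought inhibitors and activators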
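qHTS, 1536-well; enzyme 4 nM final; cpd up to 77 uM; substrate bovine liver glycogen 30 ug; 50 mM citrate/phosphate pH 5.0, 0.01% Tween-20; 37 C, 40 min; Amplex Red detection 45 min RT; Hill fit → AC50.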
GAA inhib: inhibitors of human lysosomal alpha-glucosidase | AID 1466 | purified human GAA, 4-MU-alpha-glucoside fluorescence | Potency, µM (highest dose often 76.9 µM), for inactives: at the top dose activity change, negative = inhibition, usual class: inhibitors | actives 0.005% (n = 200,000) | P10253;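 note: plate controls were uninhibited enzyme wells for no effect and no-enzyme background for full effect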
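Read-out is 4-methylumbelliferone fluorescence (Ex 365/Em 440 nm) after NaOH/glycine stop at pH 10. Enzyme 4 nM, substrate 400 uM, pH 5.0 citrate buffer, 20 min room temperature; AC50 from Hill-equation concentration-response.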
aGal spleen mod: inhibitors or activators of human alpha-galactosidase in spleen homogenate; P06280; human spleen homogenate, 4MU-alpha-Gal fluorescence, 40 min; Potency, µM (doses to about 80 µM), inactives show at the highest dose activity change, negative = inhibition, actives largely listed as inhibitors; actives 0.008% (n = 240,000); AID 2107;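 note: 0% = enzyme with vehicle and -100% = no enzyme basal signal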
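qHTS titration in buffer at pH 5.0. Alpha-galactosidase activity in spleen homogenate was measured via 4-methylumbelliferone release from 1 mM fluorogenic substrate after 40 min at 37C and a pH 10 stop. AC50 came from Hill fits of control-normalized data.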
JMJD2E inh: JMJD2E (human) inhibition; B2RXH2; JMJD2E catalytic domain, FDH-coupled NADH fluorescence (FDH is formaldehyde dehydrogenase); Potency, µM (top dose mostly 57.1 µM), without a hit: at the top dose activity change, negative = inhibition, most hits filed as inhibitors; actives 1.6% (n = 230,000); active = well fitted inhibition curve with a large enough effect, not every such curve was filed as active; inconclusive = small, poorly fitted or top-dose-only effect, or another doubt; inactive = no such curve, though single readings can be large or run the other way;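 note: 0% = wells with enzyme and -100% = buffer wells without enzyme; nearly all actives have a fitted effect of over 50% in size; many of its hits are not listed in these tables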
aGlu spleen mod: inhibits or activates alpha-glucosidase in human spleen homogenate; human spleen homogenate, 4-MU-alpha-glucoside fluorescence; Potency, µM (highest dose often 79.9 µM), inactives show at the highest dose activity change, negative = inhibition, most hits filed as inhibitors; actives 0.006% (n = 240,000);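 note: 0% = enzyme with vehicle and -100% = no enzyme basal signal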
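Human spleen homogenate (1 ug) incubated with compounds and 1 mM 4-methylumbelliferyl-alpha-D-glucopyranoside in pH 5.0 citrate/phosphate buffer, 37 C, 40 min. Stopped at pH 10; 4-MU fluorescence (Ex 365/Em 440 nm); AC50 by Hill fit.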
An asterisk follows results filed as active; ? = inconclusive; . = no result given; [ ] = another dose, or the depositor's remark. Unless noted, calls come from the whole dose curve; as a rule, active = well fitted curve in the direction sought with a large enough effect; inconclusive = small, poorly fitted or top-dose-only effect, or another doubt; inactive = no such curve, though single readings can be large; an effect the other way counts as inactive or inconclusive. Potency is the fitted concentration of half-maximal effect. Not all compounds are listed (hit frequency here may not be typical).

SMILES	SMN2 splice up	RGS12 GoLoco inh	ALDH1A1 block	GAA glycogen mod	GAA inhib	aGal spleen mod	JMJD2E inh	aGlu spleen mod
Cc1ccc(O)c(NC(=O)CCC2CCCCC2)c1	17%	14%	5%	?	-4%	-5%	6%	0%
Cc1c(C(=O)N2CCN(Cc3ccc4c(c3)OCO4)CC2)cccc1[N+](=O)[O-]	-31%[inhibitor]	-7%	2%	-4%	-1%	4%	6%	-5%
O=c1c(C(c2ccc(O)cc2)c2c(O)nc3n(c2=O)CCCS3)c(O)nc2n1CCCS2	?	-15%	?	-10%	-4%	-4%	4%	0%
O=C(c1ccco1)N1CCN(c2nc3ccccc3c(=O)n2-c2ccccc2)CC1	-15%	7%	?	26%	-8%	-21%	?	1%
O=C(OCCN1C(=O)c2ccccc2C1=O)c1ccc(S(=O)(=O)N2CCCCCC2)cc1	-13%	-7%	-3%	-1%	-4%	-4%	-5%	-9%
CCN(CC)C1CCCCC1NS(=O)(=O)c1ccc(Cl)cc1 (stereo not given)	6%	10%	7%	4%	-6%	2%	-5%	-6%
Cc1cccc(Cn2c(SCC(=O)Nc3ccccc3)nc3c2c(=O)[nH]c(=O)n3C)c1	14%	10%	?	3%	-3%	8%	-5%	1%
Cc1cccnc1NC(=O)C1COc2ccccc2O1 (stereo not given)	-8%	-2%	7%	7%	-2%	3%	2%	-7%
CCOc1cc(C=O)c(Br)cc1OC1CCCC1	-8%	8%	-8%	10%	-9%	2%	4%	-6%
CC1=C(/C=C/C(C)=C/C=C/C(C)=C\CO)C(C)(C)CCC1	-2%	-10%	25µM*	.	.	-4%	.	7%
CC(=O)c1c(C)[nH]c(C2=NNC(=NC(C)(C)C)SC2)c1C	13µM*	-17%	11µM*	-13%	5%	0%	?	4%
COc1cc(C(=O)NC(=S)N(CCc2ccccc2)CCc2ccccc2)cc(OC)c1OC	-60%[inhibitor]	5%	-8%	3%	0%	12%	1%	1%
CN1N=C2c3ccccc3CCC2C1c1ccc(C(F)(F)F)cc1 (stereo not given)	.	0%	.	1%	.	-3%	5%	-1%
CCN1CCCC1CNCc1ccccc1OCc1ccc(F)cc1 (stereo not given)	3%	-2%	7%	-3%	-2%	-7%	3%	-6%
Cc1occc1C(=O)N/N=C/C(Br)=C/c1ccccc1	8.9µM*	1%	-6%	-2%	?	2%	-6%	-4%
Cc1cc(OCC(=O)C(C)(C)C)c2c(C)c(C)c(=O)oc2c1	-14%	-4%	?	0%	-6%	-18%	?	-21%
Cc1cccc(C2c3[nH]c4ccccc4c3CCN2C(=O)c2cc(CC(C)C)[nH]c(=O)n2)n1 (stereo not given)	.	12%	1%	-15%	-3%	4%	1%	-6%
O=C(O)CC(NNC(=O)c1ccccc1)C(=O)Nc1ccc([N+](=O)[O-])cc1 (stereo not given)	.	3%	.	-6%	.	6%	-22%	-3%
CCOc1ccc(-c2[nH]ncc2Oc2ccccc2OC)c(O)c1	18%	8%	-4%	-21%	-3%	-8%	?	-10%
CCOC(=O)C1C(C)=C(Nc2ccc(OC)cc2)C(=O)N1c1ccc(OC)cc1 (stereo not given)	3%	-4%	?	-13%	-4%	1%	?	-3%
CC(O)c1nc2ccccc2n1CC(=O)Nc1ccc(F)cc1Cl (stereo not given)	-9%	-11%	14%	-1%	6%	4%	8%	6%
O=C(NC1CCN(Cc2ccccc2)CC1)c1cccc(S(=O)(=O)Nc2cc(C(F)(F)F)ccc2Cl)c1	-26%	17%	2%	2%	-9%	-1%	7%	-3%
COc1ccc(S(=O)(=O)Nc2ccc(F)cc2)cc1N(C)S(=O)(=O)c1ccc(Cl)cc1	.	40%[activator]	-9%	-7%	-1%	9%	5%	-12%
Cc1cc(C)n(-c2nc(N(C)C)nc(N3CCOCC3)n2)n1	-6%	7%	10%	4%	-8%	2%	-2%	-1%
O=C(c1ccc(Br)o1)N(c1ccc(Br)cc1)C1C=CS(=O)(=O)C1 (stereo not given)	1%	5%	2%	2%	-9%	-3%	1%	-1%
S=C(NCc1ccccc1)Nc1ccc2cn[nH]c2c1	.	-10%	.	-8%	.	12%	-6%	-1%
CC(=O)N1CCN(C(=O)Nc2cccc(C(F)(F)F)c2)CC1	-27%	5%	6%	10%	-10%	3%	5%	4%
Cc1cccc(NC(=S)N2CCN(c3ccccc3)CC2)c1	.	13%	1%	-15%	-3%	11%	0%	10%
C/C(=N\Nc1ccc(Cl)cc1)c1ccccn1	14µM*	-3%	?	7.1µM*	1%	1%	-11%	1%
Cn1c(N2CCN(c3ccccn3)CC2)nc2c1c(=O)n(Cc1ccc(Cl)cc1)c(=O)n2C	-56%[inhibitor]	-1%	?	-11%	-10%	8%	?	6%
CN(C)S(=O)(=O)c1cccc(NC(=O)c2ccc(Sc3nncn3C)c([N+](=O)[O-])c2)c1	.	3%	0.56µM*	4%	.	7%	-7%	1%
CCNc1ccc(C(=O)OCC(=O)NCc2ccc(C)cc2)cc1[N+](=O)[O-]	12%	-3%	7%	13%	4%	6%	3%	-1%
N#Cc1cc[n+](CC(=O)c2ccc(NC(=O)c3ccccc3)cc2)cc1	.	4%	.	4%	.	6%	-10%	2%
CCN1CCN(CCCNC(=O)C2c3ccccc3C(=O)N(c3ccc(OC)cc3)C2c2ccc(OC)cc2)CC1 (stereo not given)	-4%	1%	7%	4%	3%	-7%	-8%	0%
Cc1nc2sccn2c1-c1nc(-c2cc3ccccc3o2)cs1	-14%	8%	?	5%	-7%	-6%	-7%	-5%
N#Cc1cccc(C#N)c1Oc1ccc(N)cc1	.	3%	.	2%	.	-9%	1%	-22%
O=C(Nc1ccccc1F)C1(c2ccccc2)CC1(Cl)Cl (stereo not given)	-11%	-16%	3%	-3%	-5%	3%	2%	-4%
Cc1cccc(NC(=O)CN2C(=O)S/C(=C\c3cccn3-c3cccc(C(=O)O)c3)C2=O)c1	-4%	13%	1%	-12%	4%	10%	-8%	-7%
COc1ccc(-c2nnc(NC(=O)c3ccccc3C)o2)cc1	.	-3%	.	1%	.	0%	?	-1%
COc1ccc2c(c1)c1ncn(CC3CCCO3)c(=O)c1n2C (stereo not given)	.	9%	?	-2%	?	?	?	30%
CSc1ccccc1C(=O)N1CCCCC1	-11%	9%	15%	10%	-22%	2%	-1%	4%
Cc1cccc2cc(C#N)c(N3CCN(C)CC3)nc12	.	.	?	9%	-3%	-1%	?	-2%
CCCCCC(=O)CC[C@@H]1[C@@H](C/C=C\CCCC(=O)O)[C@@H](O)C[C@H]1O	12%	4%	-2%	.	.	-13%	2%	7%
O=C(Nc1ccc(OC(F)(F)F)cc1)Nc1cccc([N+](=O)[O-])c1	.	.	2%	-2%	-11%	1%	-4%	-12%
CCOc1ccc2c(CC)cc(=O)oc2c1OCC	-2%	-3%	?	5%	-3%	-4%	?	1%

Shown as a hit in GAA glycogen mod (from the list above):
structure | RGS12 GoLoco inh | ALDH1A1 block | GAA glycogen mod | GAA inhib | JMJD2E inh | aGlu spleen mod
C/C(=N\Nc1ccc(Cl)cc1)c1ccccn1 | -3% | ? | 7.1µM* | 1% | -11% | 1%

(cont.)
SMILES	SMN2 splice up	RGS12 GoLoco inh	ALDH1A1 block	GAA glycogen mod	GAA inhib	aGal spleen mod	JMJD2E inh	aGlu spleen mod
Cc1ccc(S(=O)(=O)N2CCC(C(=O)NNC(=O)c3ccncc3)CC2)cc1	.	6%	-4%	-6%	9%	-3%	-12%	-7%
CCOC(=O)Cc1nnc(Nc2cccc(C)c2)c2ccccc12	-5%	4%	12%	-9%	-2%	13%	-7%	8%
COc1ccc(/C=N\NC(=O)c2ccc(Cn3cc(Br)c([N+](=O)[O-])n3)o2)c(OC)c1C	.	7%	0%	-1%	-11%	1%	-5%	3%
COCCNC(=O)c1cc2nc(-c3ccccc3)cc(C)n2n1	.	9%	?	18%	4%	-6%	?	-5%
O=C(NN1CCN(Cc2ccccc2)CC1)c1ccc(Cl)cc1	-33%[inhibitor]	0%	-12%	-3%	0%	5%	-14%	-16%
OC(c1cc(-c2ccc(Cl)cc2)nc2ccccc12)C1CCCCN1 (stereo not given)	.	9%	-11%	1%	-4%	8%	2%	-1%
CSc1cccc(NC(=O)CN(c2cccc(C)c2)S(C)(=O)=O)c1	7%	8%	7%	2%	-9%	5%	-7%	10%
O=c1c(/C=N/Nc2ccccc2)c(Sc2nnnn2-c2ccccc2)nc2ccccn12	?	84%[activator]	2%	-1%	?	-2%	13%	-1%
O=C(Nc1cnc2ccccc2c1)C1COc2ccccc2O1 (stereo not given)	-6%	11%	-9%	-7%	-1%	10%	-6%	0%
CN(CCOc1ccccc1)C(=O)c1ccc(OC2CCN(C(=O)C3CC3)CC2)cc1	.	-5%	0%	-14%	-4%	1%	-27%	5%
Cc1csc(NC(=O)C2CCN(C(=O)CSc3nnc(C)n3Cc3ccccc3)CC2)n1	12%	7%	-7%	7%	-6%	-3%	4%	-1%
COC(=O)CSC1=C(C#N)C(c2sccc2C)CC(=O)N1 (stereo not given)	-36%[inhibitor]	5%	?	5%	-3%	4%	-4%	2%
O=C(OCC(=O)N1CCc2ccccc21)c1cccnc1	.	11%	14%	-5%	-7%	0%	-6%	-2%
COc1ccccc1N=C1SCC(=O)N1c1ccccc1OC	-6%	-6%	20µM*	-14%	-3%	-3%	-9%	-2%
CCCCCC1CCC(c2nnc(SCC(C)=O)o2)CC1 (stereo not given)	-9%	-7%	-5%	-2%	-6%	2%	13%	-2%
CCCN1C(=O)C(Cc2nc3ccccc3c(=O)n2C)c2ccccc21 (stereo not given)	-3%	-8%	0.28µM*	3%	4%	-2%	-23%	-10%
CCOc1ccc(-n2ccnc2SCC(=O)NCc2ccc3c(c2)OCO3)cc1	-7%	7%	-11%	3%	-1%	11%	6%	1%
C=CCN(c1ccccc1C(=O)O)S(=O)(=O)c1ccc(C)cc1	.	0%	?	-2%	-4%	-25%	4%	0%
Nc1nc2c(s1)CC(c1ccccc1)CC2 (stereo not given)	-16%	-8%	-13%	-6%	?	10%	1%	-1%
O=C(NCc1ccc(F)cc1)c1cc(-c2cccs2)on1	1%	29%	?	-1%	-8%	-6%	-13%	-6%

Bioassay records as filed in PubChem BioAssay.
